Bioassay records (PubChem BioAssay)
ADAM17 inh: ADAM17 inhibitors, primary screen, biochemical, QFRET. Disintegrin and metalloproteinase domain-containing protein 17 (Homo sapiens), P78536. recombinant ADAM17, EDANS/DABCYL FRET peptide cleavage. inhibition, % at 6.95 µM. actives 0.83% (n = 370,000). AID 720648, 2013;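 active = inhibition above the mean of compounds lying between control limits plus 3 SD, set per campaign, cut at about 8.5% in these data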;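 note: 0% = DMSO-only wells as the low control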
Target sequence (P78536 215-824 limits assumed): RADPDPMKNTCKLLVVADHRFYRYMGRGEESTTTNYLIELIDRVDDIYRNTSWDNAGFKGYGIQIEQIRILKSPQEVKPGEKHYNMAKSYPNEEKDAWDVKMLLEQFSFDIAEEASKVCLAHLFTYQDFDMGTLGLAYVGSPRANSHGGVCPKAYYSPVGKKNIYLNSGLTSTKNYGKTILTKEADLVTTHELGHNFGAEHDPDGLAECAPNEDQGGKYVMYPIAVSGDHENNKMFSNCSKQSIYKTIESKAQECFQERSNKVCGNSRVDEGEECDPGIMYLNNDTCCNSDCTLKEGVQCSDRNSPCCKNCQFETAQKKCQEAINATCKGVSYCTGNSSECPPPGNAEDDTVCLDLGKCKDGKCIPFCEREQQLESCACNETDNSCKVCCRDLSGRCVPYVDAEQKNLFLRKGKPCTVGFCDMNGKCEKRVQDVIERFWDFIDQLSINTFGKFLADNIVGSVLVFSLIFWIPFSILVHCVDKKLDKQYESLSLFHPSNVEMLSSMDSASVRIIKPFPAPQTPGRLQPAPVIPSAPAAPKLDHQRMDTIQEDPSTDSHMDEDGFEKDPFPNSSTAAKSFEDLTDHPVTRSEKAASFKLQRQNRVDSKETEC
DDE Tn7 FP inh: inhibitors of Tn7 peptide binding to fibrin DD(E), primary screen, biochemical, fluorescence polarization, human fibrin, Tn7 probe; actives 0.13% (n = 370,000); Fibrinogen beta chain (Homo sapiens), P02675; inhibition, % at 8.3 µM; FP displacement of FITC-Tn7 peptide from fibrin DD(E); 0% = median of compound wells per plate; AID 720508, 2013;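 active = inhibition above the mean of compounds falling within the control limits plus 3 SD of them, cut at about 14% in these data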;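 note: 0% = plate median of compound wells and 100% = 10 µM Aha-Tn7 peptide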
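Test system: human clot-derived fibrin DD(E) complex / Quantity: 2 µM final DD(E) protein / Incubation: 10 min plus 3 h, room temperature / Measured by: fluorescence polarization / Benchmarks: high control of 10 µM Aha-Tn7 peptide / Replicates: singlicate testing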
MBD2 inh: inhibitors of MBD2 binding to methylated DNA, primary screen, biochemical, TR-FRET, DNA-binding domain, human; Methyl-CpG-binding domain protein 2 (Homo sapiens), Q9UBB5; MBD2 binding to methylated oligonucleotide; inhibition, % at 4.4 µM; actives 0.31% (n = 370,000); AID 686964, 2013; in the data active = inhibition above about 13%
proKLK7 act: proKLK7 zymogen activators, primary screen, biochemical, fluorescence intensity. Kallikrein-7 (Homo sapiens), P49862. purified proKLK7, EDANS-DABCYL substrate fluorescence; 100% is mature enzyme control, 0% vehicle. activation, % at 7 µM. actives 0.9% (n = 370,000). AID 652039, 2013;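 active = activation above the mean of all tested compounds plus 3 SD, computed per campaign excluding outliers beyond control limits, cut at about 13% in these data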
Target sequence (P49862 whole entry, looked up): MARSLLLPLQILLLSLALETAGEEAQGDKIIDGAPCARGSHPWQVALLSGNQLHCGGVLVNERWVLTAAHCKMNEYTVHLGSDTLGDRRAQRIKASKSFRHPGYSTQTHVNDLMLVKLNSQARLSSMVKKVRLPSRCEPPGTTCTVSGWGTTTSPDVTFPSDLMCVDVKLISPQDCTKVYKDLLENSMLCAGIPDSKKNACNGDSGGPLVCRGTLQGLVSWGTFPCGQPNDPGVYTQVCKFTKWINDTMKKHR
ARFGAP1 inhibitor: inhibitors of rat ARFGAP1 GAP activity, primary screen, biochemical, fluorescence polarization, GDP tracer | Arfgap1-stimulated ARF1 GTP hydrolysis, GDP FP detection | ADP-ribosylation factor GTPase-activating protein 1 (Rattus norvegicus), Q62848 | inhibition, % at 16.5 µM | AID 651572, 2012 | actives 0.26% (n = 360,000);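 active = inhibition above a per-plate limit, mean inhibition of low control wells plus 3 SD, cut at about 25% in these data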;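 note: 0% = DMSO wells with enzyme and 100% = wells lacking Arfgap1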
Target sequence (Q62848 1-136 limits assumed): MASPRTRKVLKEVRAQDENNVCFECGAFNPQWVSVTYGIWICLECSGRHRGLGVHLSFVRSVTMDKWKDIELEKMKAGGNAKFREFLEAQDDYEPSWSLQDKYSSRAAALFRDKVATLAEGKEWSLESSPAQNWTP
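Assay system: purified rat His6-Arfgap1 residues 1-136 (GAP domain); Reagent: human Δ17 ARF1 bound to GTP; Dosing: 16.5 µM single point, 1.26% DMSO; Times: GTP hydrolysis reaction 2 h at 25 °C; Signal: FP, GDP Alexa 633 tracer displaced from anti-GDP antibody, 620/688 nm; Measure: % inhibition from polarization.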
PLCb3 inh: human PLC-beta3 inhibitors, primary screen, biochemical, fluorescence; 1-phosphatidylinositol 4,5-bisphosphate phosphodiesterase beta-3 (Homo sapiens), Q01970; Purified PLC-beta3, fluorogenic substrate; inhibition, % at 12.2 µM; actives 0.18% (n = 370,000); AID 720704, 2013; in the data active = inhibition above about 11%;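 note: 0% = median of compound wells on plate and 100% = full blocker control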
PLCg1 inh: PLC-gamma1 enzyme inhibitors, primary screen, biochemical, fluorescence, purified enzyme; inhibition, % at 12.2 µM; AID 720700, 2013; actives 0.84% (n = 370,000); 1-phosphatidylinositol 4,5-bisphosphate phosphodiesterase gamma-1 (Homo sapiens), P19174; fluorogenic substrate; in the data active = inhibition above about 9.5%
ASAP1 inh: inhibitors of human ASAP1 ArfGAP activity, primary screen, biochemical, fluorescence polarization; Arf-GAP with SH3 domain, ANK repeat and PH domain-containing protein 1 (Homo sapiens), …; ASAP1-stimulated ARF1 GTP hydrolysis, GDP FP detection; inhibition, % at 16.5 µM; actives 0.19% (n = 360,000); in the data active = inhibition above about 25%;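 note: 0% = vehicle with enzyme and substrate and 100% = no enzyme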
DDE Tn6 FP inh: inhibitors of Tn6 peptide binding to fibrin DD(E), primary screen, biochemical, fluorescence polarization, human fibrin, Tn6 probe; Fibrinogen beta chain (Homo sapiens), P02675; Fibrin DD(E) TRITC-Tn6 fluorescence polarization displacement; inhibition, % at 8.3 µM; actives 0.21% (n = 370,000); AID 720509, 2013;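 active = inhibition above a per-campaign cutoff: mean of compounds within control limits plus 3 SD, cut at about 15% in these data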;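 note: 0% = median of all compound wells on the plate and 100% = blocking peptide control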
UHRF1 MBD2 ctr: UHRF1 methylated DNA binding inhibitors, primary screen, counter-screen for MBD2 inhibitor project, biochemical, TR-FRET, human UHRF1, single concentration; UHRF1 binding to methylated oligo; inhibition, % at 4.4 µM; actives 0.75% (n = 370,000); in the data active = inhibition above about 21%;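 note: UHRF1 SRA domain binding a hemimethylated CpG hairpin DNA probe; 0% = median of test compound wells and 100% = reference inhibitor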
The depositor's hits bear a star; . = no result given.

Screens in order: PLCg1 inh | ADAM17 inh | DDE Tn7 FP inh | ARFGAP1 inhibitor | PLCb3 inh | ASAP1 inh | DDE Tn6 FP inh | MBD2 inh | proKLK7 act | UHRF1 MBD2 ctr
C[C@H](NC(=O)COc1ccc(Cl)cc1)C(=O)N1CCC2(CC1)NCCc1[nH]cnc12
  3.2 | 1.4 | -3.1 | -1.2 | -4.0 | -12.2 | 6.0 | -3.1 | 0.1 | -3.3
COc1ccc(-c2noc(C3CCCN(C(=O)c4ccccc4)C3)n2)cc1 (configuration not stated)
  1.0 | -4.2 | -3.9 | 4.4 | -5.7 | 3.3 | -4.6 | 1.4 | -0.2 | 2.8
CC(=O)Nc1cccc(Oc2nc(-c3ccccn3)nc3ccccc23)c1
  -3.7 | -6.2 | 2.9 | 0.4 | -10.1 | -11.9 | -1.9 | 1.7 | -0.1 | -1.7
N/C(=N\OC(=O)CCCc1ccccc1)c1ccc(Br)cc1
  0.1 | -2.6 | 5.5 | -4.9 | -6.4 | -4.8 | 4.9 | -2.9 | -0.6 | 0.7
CC1CCN(C(=O)CSc2nc3[nH]ncc3c(=O)[nH]2)CC1
  2.0 | -0.3 | 2.1 | -11.2 | 3.7 | -7.4 | 0.9 | 2.8 | 0.0 | 4.3
O=C(NCCc1nc2ccccc2n1CCOc1cc(F)ccc1F)C1CCCCC1
  10.9* | 3.2 | 2.4 | . | 10.7* | . | 1.6 | 0.5 | . | 4.7
Cn1c(-c2nonc2N)nc2ccccc21
  -3.0 | -5.2 | 1.5 | -0.6 | -10.1 | 7.3 | 0.0 | 2.9 | 0.0 | 3.6
CC(=O)c1ccc(NC(=O)C(C)OC(=O)C2CCN(c3ccc(C(F)(F)F)cn3)CC2)cc1 (configuration not stated)
  8.9 | 9.0* | -2.2 | 5.8 | -0.4 | 2.5 | -1.9 | -2.1 | 0.4 | 0.2
O=C(CCCN1C(=O)/C(=C/c2cccs2)SC1=S)Nc1ccccc1O
  -1.8 | -0.7 | -6.2 | -11.4 | -10.1 | -6.4 | 2.3 | -1.2 | -0.1 | 0.3
CCOC(=O)C1CCN(C(=O)c2ccccc2NS(=O)(=O)c2ccc(C)cc2)CC1
  -13.1 | -4.7 | 3.6 | -2.7 | -5.8 | 6.2 | -1.5 | 1.4 | -0.7 | 1.5
O=c1nc2ccccc2c(NS(=O)(=O)c2ccc(Cl)cc2)n1-c1ccccc1
  -3.3 | -7.1 | 1.3 | -4.2 | -1.9 | -0.2 | 9.1 | -1.5 | -3.0 | -1.4
COc1ccc(NC(=S)NNC(=O)c2ccccc2OC(F)F)cc1
  -4.0 | 2.1 | 3.7 | -2.0 | -8.2 | -2.1 | 9.3 | 0.6 | -0.4 | 1.2
CC(=O)c1ccc(OCC(=O)Nc2ccccc2N2CCCC2)cc1
  0.5 | -3.7 | 8.0 | 2.0 | -6.6 | -6.8 | 2.2 | -1.9 | -0.2 | -4.3
O=c1[nH]cc(C(F)(F)F)cc1NS(=O)(=O)c1ccccc1[N+](=O)[O-]
  -0.5 | -1.3 | -1.1 | -1.6 | 2.1 | -12.6 | -4.5 | 1.6 | 0.3 | -0.8
CO/N=C(/CS(=O)(=O)c1ccc(C)cc1)c1ccc(OC)cc1
  -94.3 | 2.6 | -0.4 | 7.5 | 0.7 | 2.2 | 1.9 | -6.8 | -0.2 | 0.9
CC(=O)Cc1cc(O)c2ccccc2c1OC(=O)c1ccc(Br)cc1
  2.2 | -0.6 | 0.8 | -1.6 | -5.7 | -7.9 | 14.2 | 2.3 | 0.5 | 7.8
COc1cc(CNC(=O)c2cnc(C)cn2)cc(OC)c1
  0.4 | 1.4 | 5.1 | -11.3 | 0.2 | 0.1 | 4.1 | -4.2 | 0.5 | 6.4
COCCn1c(=S)[nH]c2cc(C(=O)N(CCO)Cc3ccccc3)ccc2c1=O
  0.6 | -2.0 | 3.9 | 1.9 | -9.2 | 10.5 | 4.5 | 1.6 | 0.5 | -2.2
O=C(NCCc1ccc(F)cc1)c1cc(=O)c2ccccc2o1
  0.6 | -1.5 | 3.8 | 2.5 | 0.6 | -0.1 | -8.3 | 2.3 | 0.3 | -2.7
COc1ccc(C(=O)/C=C(\C)NCc2ccc3c(c2)OCO3)cc1
  -4.3 | -3.6 | -4.3 | 7.4 | -4.2 | 6.0 | -1.4 | 0.3 | 0.0 | 1.7
C[C@@H]1CN([C@@H](C)CO)C(=O)CCCn2cc(nn2)CO[C@H]1CN(C)S(=O)(=O)c1cn(C)cn1
  0.1 | -0.1 | 5.9 | -2.5 | 3.0 | -20.3 | 8.2 | -2.2 | 0.5 | -2.0
Cc1ccc(NS(=O)(=O)c2ccc(NC(=O)N3CCCCC3)cc2)cc1
  3.6 | -0.7 | 3.7 | -4.7 | -6.3 | -17.0 | -9.1 | -0.6 | 0.3 | 3.9
FC(F)(F)Oc1ccc(NC(=S)Nc2ccc(OC(F)(F)F)cc2)cc1
  0.2 | -2.5 | 0.1 | 2.0 | -7.2 | -1.3 | -5.7 | 1.1 | 0.3 | 0.4
COc1ccc(C(CC(=O)c2ccccc2)CC(=O)c2ccccc2)cc1OC
  6.5 | 5.0 | 10.0 | 3.5 | 3.4 | -9.7 | 5.8 | 1.8 | 0.1 | -1.5
O=C(NCCCc1ccccc1)C1CCN(S(=O)(=O)c2ccc(F)cc2)CC1
  -1.7 | -0.4 | -3.4 | 13.8 | -8.6 | 2.5 | 3.1 | 0.9 | -0.1 | 1.1
Nc1c(C(=O)NCc2ccc(Cl)cc2)sc2nc3c(c(C(F)(F)F)c12)CCC3
  -18.1 | -5.7 | 1.8 | -1.6 | -21.0 | -5.5 | 6.5 | -5.7 | -0.3 | -3.7
Cc1ccc(SCCC(=O)Nc2nccs2)cc1
  3.5 | 2.2 | -0.6 | -3.5 | 0.2 | -3.1 | 2.9 | -1.3 | 0.5 | -0.7
O=C(NCCc1ccccc1)C1CCN(C(=O)NCc2ccccc2)CC1
  3.2 | 2.1 | 4.1 | -12.8 | 3.9 | 4.1 | 5.2 | 1.4 | 0.0 | 0.9
COCCC(=O)N1CCC(Oc2ccc(C(=O)N3C[C@H]4CC[C@H]3C4)cc2)CC1
  2.4 | -1.4 | 5.4 | -8.4 | -1.7 | -1.1 | 8.7 | 2.6 | 0.0 | 4.3
Cc1cccc(-c2cccc3c4c([nH]c23)[C@@H]2C[C@H](N(C)C(=O)c3ccco3)[C@H]([C@H](C)O)C(=O)N2CC4)c1
  -36.0 | -10.5 | -3.2 | . | -56.4 | . | 0.1 | -6.2 | 1.6 | -2.8

Continuation:
Screens in order: PLCg1 inh | ADAM17 inh | DDE Tn7 FP inh | ARFGAP1 inhibitor | PLCb3 inh | ASAP1 inh | DDE Tn6 FP inh | MBD2 inh | proKLK7 act | UHRF1 MBD2 ctr
CN(C)CCN=Cc1c(O)n(-c2ccc(S(=O)(=O)N3CCOCC3)cc2)c(=O)c2ccccc12
  -110.3 | -7.0 | 2.9 | 2.2 | -125.4 | -18.1 | -3.8 | -1.7 | 2.2 | -1.6
CS(=O)(=O)N(CC(=O)N1CCOCC1)Cc1ccccc1
  -4.4 | -2.0 | -0.3 | -12.2 | -3.2 | 3.0 | 10.9 | 1.0 | -0.8 | 5.3
N#Cc1ccccc1OCC(=O)Nc1nc(-c2ccccn2)cs1
  -8.6 | -0.5 | -3.1 | 5.8 | -12.2 | 6.4 | -0.6 | 1.7 | -0.1 | -3.9
CNC(=O)c1ccsc1NC(=O)C1CCCN1S(=O)(=O)c1cccs1 (configuration not stated)
  -2.7 | 3.8 | 0.8 | 2.8 | -7.8 | 9.9 | -2.6 | -2.0 | -0.1 | 0.9
COCCNC(=O)COc1ccccc1Cl
  4.4 | 7.1 | 2.9 | -3.3 | 6.2 | -9.1 | -4.9 | -4.4 | -0.3 | 0.7
C=C1C(C(=O)Nc2ccccc2)C1C(=O)Nc1ccccc1 (configuration not stated)
  0.0 | -5.7 | -4.8 | -0.7 | -5.4 | 17.1 | 1.2 | -2.5 | 0.8 | 0.5
O=C(CN1c2cccc3cccc(c23)S1(=O)=O)Nc1ccccc1Br
  -166.4 | -53.6 | -7.2 | 3.4 | -215.2 | 6.4 | 1.4 | -1.7 | -2.9 | -0.1
COc1ccccc1/C=C1\N=C(C(C)(C)C)OC1=O
  2.5 | -2.4 | -3.7 | -7.8 | -6.5 | 5.5 | 2.4 | -0.5 | -0.2 | 0.5
CC(=O)c1cccc(NC2c3ccccc3C(=O)N2Cc2ccc3c(c2)OCO3)c1 (configuration not stated)
  -13.6 | -2.1 | -2.6 | -7.6 | -15.8 | -11.8 | 1.9 | 1.4 | -0.8 | 0.7
Cc1cc(C)c2c(c1)SC1=NC(c3ccccc3)(C(F)(F)F)NC(=O)N12 (configuration not stated)
  -2.8 | -0.8 | 13.2 | 0.4 | 1.1 | 1.9 | 8.3 | -8.3 | -0.3 | -3.4
C[C@H]1CN([C@@H](C)CO)C(=O)c2cccc(NS(=O)(=O)c3cn(C)cn3)c2O[C@H]1CN(C)S(C)(=O)=O
  2.9 | -5.3 | -4.1 | -2.5 | -0.9 | 4.2 | -5.0 | -0.6 | -0.4 | 4.5
